DUSP3 inh: VHR1 phosphatase inhibitors, primary screen, biochemical, colorimetric, HTS; inhibition, % at 20 µM; recombinant VHR phosphatase, colorimetric substrate read-out; Dual specificity protein phosphatase 3 (Homo sapiens), P51452; actives 0.7% (n = 50,000); in the data active = inhibition above about 60%; also: some results filed as inactive read as strong as hits
Target sequence (P51452 whole entry, looked up): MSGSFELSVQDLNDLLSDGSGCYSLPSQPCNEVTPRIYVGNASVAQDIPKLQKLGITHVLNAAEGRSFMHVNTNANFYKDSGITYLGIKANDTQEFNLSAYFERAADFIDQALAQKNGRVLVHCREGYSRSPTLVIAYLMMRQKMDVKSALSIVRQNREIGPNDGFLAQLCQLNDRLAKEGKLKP
* = called active by the depositor. These rows are one share of the data; rates above refer to the full screens.

mol | DUSP3 inh
COc1cc(NC(=O)/C=C/c2ccc(OC)c(Br)c2)c(OC)cc1Cl | -17
Cc1ccccc1OCC(=O)N1CCCc2ccccc21 | -38
CC12C=CC(O1)C1C(=O)N(c3ccccc3)C(=O)C12 (stereo unspecified) | -2
C=C(C)CNC(=S)NNC(=O)c1cccc(C)c1[N+](=O)[O-] | -52
O=c1[nH]nc(SCc2cccc3ccccc23)c(=O)[nH]1 | 5
CC(C)c1ccccc1NC(=O)CCN1C(=O)c2ccccc2C1=O | 2
CS(=O)(=O)N(CC(=O)N1CCOCC1)c1ccc(Oc2ccccc2)cc1 | -26
COc1ccc(-c2cc(C(F)(F)F)n3ncc(C(=O)Nc4cc(Cl)ccc4O)c3n2)cc1 | 39
COc1ccc(C(=O)Nc2ccccc2)cc1NS(=O)(=O)c1ccc(C(C)(C)C)cc1 | -23
O=C(/C=C/c1ccccc1Cl)NCC1CCCO1 (stereo unspecified) | -12
CSc1ccc(S(=O)(=O)N(CC(=O)Nc2ccc3ccccc3c2)c2ccc(C)cc2)cc1 | 5
Cc1cc(C)nc(N2CCN(C(=O)c3cccc(Br)c3)CC2)n1 | -10
Cc1c(NC(=O)CCCN2C(=O)c3cccc4cccc(c34)C2=O)c(=O)n(-c2ccccc2)n1C | -7
CCc1ccc(NC(=O)C(=O)NCCN2CCN(C(=O)c3cccc(Br)c3)CC2)cc1 | -3
Clc1ccc(-c2noc(-c3ccc(I)cc3)n2)cc1 | -9
CCCCc1ccc(CCCCC(=O)O)s1 | 0
COc1ccc(NC(=O)c2ccc(C(=O)O)cc2C(=O)O)c(OC)c1 | 0
CCc1ccc(NC(=S)NC(=O)c2ccco2)cc1 | 4
CCOc1ccccc1NC(=O)c1ccc([N+](=O)[O-])cc1 | -3
COc1ccc(S(=O)(=O)N/N=C/c2ccc(OCCN3CCOCC3)c(OC)c2)cc1 | -11
COc1ccc(C(=O)NC(=S)Nc2cc([N+](=O)[O-])cc(Cl)c2O)cc1 | 1
COc1ccc(C(=O)N/C(=C\c2ccc(Cl)cc2)C(=O)NCC2CCCO2)cc1 (stereo unspecified) | -7
O=C1NC(c2ccccc2)Nc2c1sc(=S)n2-c1ccccc1 (stereo unspecified) | -11
O=C(CC(Nc1ccc([N+](=O)[O-])cc1)c1ccc(Cl)cc1)c1ccc(Cl)cc1 (stereo unspecified) | 2

Given with each value named: part of the list above.
> CCOc1ccccc1NC(=O)c1ccc([N+](=O)[O-])cc1
  DUSP3 inh: -3
> COc1ccc(S(=O)(=O)N/N=C/c2ccc(OCCN3CCOCC3)c(OC)c2)cc1
  DUSP3 inh: -11

An excerpt from above in order of SMILES length, highest first:
mol | DUSP3 inh
O=C(CC(Nc1ccc([N+](=O)[O-])cc1)c1ccc(Cl)cc1)c1ccc(Cl)cc1 (stereo unspecified) | 2
COc1ccc(C(=O)NC(=S)Nc2cc([N+](=O)[O-])cc(Cl)c2O)cc1 | 1
O=C1NC(c2ccccc2)Nc2c1sc(=S)n2-c1ccccc1 (stereo unspecified) | -11

Other compounds.
mol | DUSP3 inh
CC(C)(C)c1ccc(/C=N/NC(=O)c2ccc(Cl)cc2O)cc1 | -5
COc1ccccc1N(CC(=O)NC(C)C)S(=O)(=O)c1ccccc1 | -23
Cc1c(Cl)cccc1NC(=O)C(=O)NCc1ccc2c(c1)OCO2 | -23
Cc1ccccc1NC(=O)c1c(C)[nH]c(=S)c(C#N)c1-c1cccc(F)c1 | -6
CC(=O)NS(=O)(=O)c1ccc(NS(=O)(=O)c2ccc(Br)cc2)cc1 | 3
CN1C(=O)C(=Cc2ccc(OCCOc3ccc([N+](=O)[O-])cc3)cc2)C(=O)N(C)C1=O | 4
Cc1cc(C(=O)Nc2cccc(/C=C/C(=O)O)c2)c(C)o1 | 29
COc1cc(Br)c(/C=C2\C(=O)NC(=O)N(c3cc(C)cc(C)c3)C2=O)cc1OC | 2
O=C(CC1CCC1)Nc1ccc2c(c1)oc1ccccc12 | -2
O=S(=O)(c1cc(Cl)ccc1Cl)N1CCN(C/C=C/c2ccccc2)CC1 | 6
Cc1ccc(OCCOCCN2CCC(C)CC2)cc1 | -9
Cc1c(-c2ccccc2)nc2ccccc2c1C(=O)Nc1ccc(N(C)C)cc1 | -16
CCOc1ccc(/C=C2/SC(=O)N(CN3CCOCC3)C2=O)cc1 | -1
CCOC(=O)C(=O)CSc1ncnc2nc[nH]c12 | -4
COc1ccccc1NC(=O)C1=C(C)NC(=S)NC1c1cccc(Br)c1 (stereo unspecified) | 42
COC(C#CC(C)(C)N(C)C)(c1ccccc1)c1ccccc1 | -2
CCOc1ccccc1NC1=CC(=O)CC(c2ccccc2)C1 (stereo unspecified) | 9
N/C(Cc1ccc(Cl)cc1)=N\OC(=O)c1ccc(Cl)c([N+](=O)[O-])c1 | -4
Cc1ccc2nsnc2c1NC(=O)c1ccc(-c2cccc(Cl)c2)o1 | -1
CCc1c(C)nc(Nc2nc(C)c3ccccc3n2)[nH]c1=O | 0
CCOc1ccccc1C(=O)Nc1sc2c(c1C(=O)OC)CCCC2 | -42
Cc1cc(Cl)ccc1NCC(=O)NN | -4
COc1cc(/C=C2/SC(=S)N(CC(=O)O)C2=O)ccc1OCc1ccccc1 | -7
Cc1nc2ccccn2c1C(=O)N/N=C/c1c(O)ccc2ccccc12 | 4
Oc1c(Br)cc(/C=N/Nc2nnc3c(n2)[nH]c2ccccc23)c(O)c1Br | -12
Cc1cc2c(cn1)/C(=C\C=C\N(C)C)c1ccccc1-2 | 11
O=C(CSc1nc2ccccc2c(=O)n1Cc1ccccc1)c1ccc(Br)cc1 | -8
CC(C)(C)c1ccc2c(c1[N+](=O)[O-])C(=O)c1ccccc1C2=O | -10
O=C(NCCCO)C1CC(=O)N(c2ccccc2)C1 (stereo unspecified) | -4
NC(=Nc1ccccc1)SC1CC(=O)N(c2ccc(F)cc2)C1=O (stereo unspecified) | -17
CSc1nc(C)cc(-n2cc(F)c(=O)[nH]c2=O)n1 | 14
O=C(COc1ccccc1Cl)NNC(=O)c1ccc(F)cc1 | -9

Next part.
molecule	DUSP3 inh
Cc1ccc(S(N)(=O)=O)cc1NC(=O)c1ccc(C(C)(C)C)cc1	4
Cc1ccc([N+](=O)[O-])cc1-c1ccc(-c2nc3sc4c(c3c(=O)[nH]2)CCCC4)o1	-8
COc1ccc(C2CC(=O)C3=C(C2)Nc2ccccc2NC3c2cc(OC)ccc2OC)cc1 (stereo unspecified)	-2
CCOc1ccc(C(=O)Nc2cccc(OC)c2)cc1OCC	-5
CSC1=C(C#N)C(c2ccc(Cl)cc2)C2=C(CC(C)(C)CC2=O)N1 (stereo unspecified)	0
COc1ccc(N=C2NC(=O)/C(=C\c3ccco3)S2)cc1	-12
O=C(Nc1ccccc1C(=O)Nc1ccc(Br)cc1)c1cccs1	-26
CCOC(=O)C1=C(O)/C(=C/c2ccc(Cl)cc2)SC1=Nc1ccc([N+](=O)[O-])cc1	1
COc1ccc(C(N)=O)cc1S(=O)(=O)N1CCOCC1	-20
Cc1nc2c(C)c(-c3ccccc3)[nH]n2c(=O)c1Cl	9
C/C(=N\NC(=O)c1cc(C(C)(C)C)[nH]n1)c1ccc(Cl)cc1	-3
COc1ccc(CN2CCN(C3CCCCC3)CC2)c(OC)c1OC	0

4 of these compounds, reformatted:
> CSC1=C(C#N)C(c2ccc(Cl)cc2)C2=C(CC(C)(C)CC2=O)N1 (stereo unspecified)
  DUSP3 inh: 0
> COc1ccc(N=C2NC(=O)/C(=C\c3ccco3)S2)cc1
  DUSP3 inh: -12
> CCOc1ccc(C(=O)Nc2cccc(OC)c2)cc1OCC
  DUSP3 inh: -5
> CCOC(=O)C1=C(O)/C(=C/c2ccc(Cl)cc2)SC1=Nc1ccc([N+](=O)[O-])cc1
  DUSP3 inh: 1

New compounds follow.
molecule	DUSP3 inh
Cn1c(=O)cc(-c2ccccc2)c2ccccc21	0
CCC1(C)CC(CCNCc2ccc(OC)cc2)(c2ccc(OC)cc2)CCO1 (stereo unspecified)	-16
COc1ccc(O)c(CN2CCN(Cc3cccc([N+](=O)[O-])c3)CC2)c1	-10
OCCCn1c(-c2ccccc2)cn2c3ccccc3nc12	-82
O=C(NC(O)C(Cl)(Cl)Cl)c1ccc([N+](=O)[O-])cc1 (stereo unspecified)	-7
Cc1c(C(=O)Nc2ccc(Cl)cc2Cl)cccc1[N+](=O)[O-]	-32
CC(=O)Oc1ccc2ccccc2c1C(NC(=O)Cc1ccccc1)c1ccc([N+](=O)[O-])cc1 (stereo unspecified)	0
Cc1ccc(NC(=O)c2cccc(Cl)c2Cl)c([N+](=O)[O-])c1	-4
CC1=C(C(=O)OC2CCCCC2)C(c2ccc3c(c2)OCO3)C2=C(CCCC2=O)N1 (stereo unspecified)	14
CSc1ccc(C=NN2CCN(Cc3ccccc3)CC2)cc1	3
CN1/C(=C\C(=O)Nc2ccc(Br)cc2)c2ccccc2CC1(C)C	3
O=C(Nc1ccccc1C(=O)O)c1ccc2c(c1)C(=O)N(c1cccc([N+](=O)[O-])c1)C2=O	6
COc1ccc(N(CC(=O)Nc2cc(OC)ccc2OC)S(C)(=O)=O)cc1	-42
Cc1cccc(-n2c(C)cc(C=O)c2C)c1	-13
Oc1ccc(NC(=S)N=Nc2c(O)[nH]c3ccc(Br)cc23)cc1	-4
COc1cc(C2OCC3(CO)C(C)C=C(C)C2C3C)ccc1O (stereo unspecified)	-8
COc1ccc(/C=C2\C(=O)NC(=O)N(c3ccc(C)cc3)C2=O)c(C)c1	-2
CCC1=NN(C(=O)Cc2ccc(OC)cc2)C(O)(c2ccncc2)C1 (stereo unspecified)	-2
CCOC(=O)c1ccccc1NC(=O)CN1C(=O)c2ccccc2C1=O	-8
CN1CCN(C(=O)c2ccccc2NC(=O)c2ccccc2)CC1	-14
C=CCNCC1OCc2ccccc2CO1	6
C=CCOc1nc(-c2cccnc2)nc2ccccc12	-9
CCN(CC)c1ccc(NC(=O)c2ccc(-c3ccc([N+](=O)[O-])cc3C)o2)cc1	0
O=C(c1cccnc1)N1CCN(c2ccc(Cl)cc2)CC1	-20
Cc1ccoc1C(=O)NCc1ccccc1	-7
COc1ccccc1CC(=O)Nc1ccc(F)cc1F	-65
O=C(Cc1ccccc1)N1N=C(c2ccccc2)CC1(O)C(F)(F)F (stereo unspecified)	0
COc1cc(OC)c(OC)cc1CN1CCN(C2CCCC2)CC1	-11
Oc1ccc(Nc2nc(Nc3ccc(O)cc3)nc(N3CCOCC3)n2)cc1	-1
O=C(Nc1ccc(Sc2ccccc2[N+](=O)[O-])cc1)c1ccccc1	6
Cc1ccc(-c2nc3ccc(C)cn3c2NC(=O)c2ccc(Cl)cc2)cc1	-18
COc1cccc(CNCCc2ccc(Cl)cc2Cl)c1	-85
O=C(c1ccccc1F)N1CCN(c2ccc([N+](=O)[O-])cc2Cl)CC1	3
O=C(NNc1ccc(F)cc1)C(O)(c1ccccc1)c1ccccc1	-1
O=c1[nH]c(=S)n(-c2cccc(Cl)c2)c(O)c1/C=C1/C=CC=N1	87*
CC1(C)CC(=O)C=C(Nc2ccc(O)cc2)C1	1
CCOC(=O)c1ccc(NC(=O)c2ccc(C(=O)Nc3ccc(C(=O)OCC)cc3)cc2)cc1	-18
CCc1ccccc1NC(=O)c1cc(-c2ccc(C)s2)nc2ccccc12	19
Cc1ccc(C(=O)N/C(=C\c2cccc(Oc3ccccc3)c2)C(=O)NCCN2CCOCC2)cc1	1
O=C(O)CN1C(=O)/C(=C\c2ccc(OCc3ccc(Cl)cc3)cc2)SC1=S	-2
CCOc1ccc(Nc2nc(Nc3ccc(O)cc3)nc(C)c2[N+](=O)[O-])cc1	3
COc1cc2c(cc1C)/C(=N\OC(=O)c1cc(OC)c(OC)c(OC)c1)CCC2	5
O=[N+]([O-])c1cc([N+](=O)[O-])c2cccnc2c1Sc1nc2ccccc2s1	8
C#CC(C)(C)NC(=O)CN(c1cc(C)ccc1C)S(=O)(=O)c1ccccc1	-5
O=C(Nc1ccc(Cl)cc1C(=O)c1ccccc1)c1ccc(S(=O)(=O)N2CCOCC2)cc1	6
Nc1nc(-c2ccccc2)c(C(=O)c2ccccc2)s1	0
Cc1ccc(C(=O)N/C(=C\c2cccs2)C(=O)NCc2ccncc2)cc1	9
COc1ccccc1N1CCN(C(=O)c2ccc(C)c(C)c2)CC1	-46
CC(=O)c1cccc(N2C(=O)C3C(C2=O)C2(C)c4ccccc4C3(C)c3ccccc32)c1 (stereo unspecified)	11
COc1ccccc1C(=O)Nc1nc(-c2ccccc2)c(-c2ccc([N+](=O)[O-])cc2)s1	-6
Cc1ccc2c(NC(=O)c3ccccc3F)cccc2n1	-10
CCOC(=O)c1ccccc1NC(=O)c1cc(OC)cc(OC)c1	-2
Cc1nccn1S(=O)(=O)c1ccc(Br)cc1	25
O=C(CCCOc1ccccc1)Nc1ccc(OCc2ccccc2)cc1	-5
Nc1ccc(C(=O)Nc2cccc(O)c2)cc1	26
CCCC(NC(=O)c1ccccc1)C(=O)OCC(=O)Nc1nnc(C)s1 (stereo unspecified)	-19
COc1ccc2c(c1OC)C(=O)OC2Nc1ccc(Br)cc1 (stereo unspecified)	2
COc1ccc2c(c1)C1C=CCC1C(C(=O)O)N2 (stereo unspecified)	23
O=C(Nc1ccc(F)cc1)c1cc([N+](=O)[O-])ccc1Br	-11
O=c1[nH]c(-c2cc(Cl)ccc2O)nc2sc3c(c12)CCCC3	-1

Additional records
molecule	DUSP3 inh
COc1ccc2ccccc2c1/C=N/c1oc(C)c(C)c1C#N	-34
O=C(Nc1ccc(Cl)cc1)Nc1nnc(-c2cccc(F)c2)s1	-1
CC1CC(C)(C)N(C(=O)CN2C(=O)c3ccccc3C2=O)c2ccccc21 (stereo unspecified)	4
Cc1ccc(/C=N/n2cnnc2)cc1[N+](=O)[O-]	-12
CC1CCN(C(=O)C(C(C)C)N2C(=O)c3ccccc3C2=O)CC1 (stereo unspecified)	-1
Cc1nc(NC(=O)C2C3CCC(C3)C2C(=O)O)sc1-c1ccccc1 (stereo unspecified)	-28
CN1C(=O)NC(=O)/C(=C/c2cc3c(cc2Br)OCO3)C1=O	9

Compound activity from PubChem BioAssay.
